Screening data: PubChem, Johns Hopkins Ion Channel Center
RGS4 block – human RGS4 inhibition; P49798; AID 463165; B-score at 10 µM; HEK293 M3R/RGS4 inducible, Fluo-4 calcium flux; active compounds read high; triggered by carbachol at its EC20; 310,000 tested, 0.45% active;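 active = B-score, a plate-corrected calcium signal, over three deviations above library mean, with baseline fluorescence within five deviations of library mean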;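 also: RGS4 expression induced by doxycycline in cells with stable M3 receptor; B-score is computed from the integrated fluorescence ratio over baseline after carbachol; higher B-score means a larger calcium signal and so more RGS4 inhibition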
MrgX1 antagonist – antagonists of human MrgX1 receptor; Q96LB2; MRGX1-HEK293 calcium flux, Fluo-4, BAM8-22 antagonism; active compounds read low; B-score at 10 µM; 310,000 tested, 1.3% active; AID 588676;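 active = calcium-response B-score plate-corrected more than 3 library SD below zero, starting fluorescence within 5 deviations, no agonist response on first addition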;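 also: peak minus trough fluorescence over baseline after final BAM8-22 challenge near maximal dose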
TRPC4 act – opens the mouse TRPC4 cation channel; B-score at 10 µM; Q9QUQ5; 310,000 tested, 0.49% active; HEK293 TRPC4beta/mu-opioid, Fluo4 calcium fluorescence; active compounds read high;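 active = B-score above 5 SD of library B-scores, and initial fluorescence ratio not above library mean plus 5 SD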;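 also: positive B-score marks a calcium rise read as TRPC4 activation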
Target sequence (Q9QUQ5 whole entry, looked up): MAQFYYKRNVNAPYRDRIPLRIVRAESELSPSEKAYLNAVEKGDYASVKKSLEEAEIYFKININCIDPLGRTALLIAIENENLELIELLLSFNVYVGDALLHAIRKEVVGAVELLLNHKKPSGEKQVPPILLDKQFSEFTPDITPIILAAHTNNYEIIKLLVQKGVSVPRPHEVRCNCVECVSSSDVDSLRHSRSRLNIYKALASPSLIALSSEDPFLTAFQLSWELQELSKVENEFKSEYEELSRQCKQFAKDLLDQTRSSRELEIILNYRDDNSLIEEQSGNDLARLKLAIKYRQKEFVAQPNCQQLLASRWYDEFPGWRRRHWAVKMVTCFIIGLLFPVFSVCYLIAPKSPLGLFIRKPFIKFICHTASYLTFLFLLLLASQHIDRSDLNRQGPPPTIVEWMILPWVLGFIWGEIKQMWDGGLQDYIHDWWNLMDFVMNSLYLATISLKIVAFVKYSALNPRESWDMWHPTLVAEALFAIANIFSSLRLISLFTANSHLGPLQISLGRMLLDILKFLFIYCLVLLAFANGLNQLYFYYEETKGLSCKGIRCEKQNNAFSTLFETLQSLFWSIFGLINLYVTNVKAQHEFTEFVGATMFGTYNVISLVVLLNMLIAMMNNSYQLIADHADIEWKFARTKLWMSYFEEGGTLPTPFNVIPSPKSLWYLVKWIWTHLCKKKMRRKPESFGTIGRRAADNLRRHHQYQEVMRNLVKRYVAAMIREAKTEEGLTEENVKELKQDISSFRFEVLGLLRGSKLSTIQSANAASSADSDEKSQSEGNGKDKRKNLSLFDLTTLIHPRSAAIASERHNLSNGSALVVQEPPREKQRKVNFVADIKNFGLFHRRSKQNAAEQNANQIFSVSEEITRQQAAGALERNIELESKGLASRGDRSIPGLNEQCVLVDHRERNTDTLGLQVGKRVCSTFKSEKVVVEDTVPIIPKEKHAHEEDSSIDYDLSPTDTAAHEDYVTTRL
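Technique: kinetic Fluo4 calcium fluorescence; Test system: TRPC4beta and mu-opioid receptor HEK293 stable cells; Measure: B-scored integrated calcium fluorescence ratio; Benchmarks: low control buffer alone, high control maximal DAMGO; Schedule: 45 min room-temperature Fluo4 loading, 110 s read.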
ANO1 block – blocks the mouse calcium-activated chloride channel TMEM16A. HEK293 TMEM16A/YFP iodide influx fluorescence, ionomycin. normalized B-score (activity score, 25-100; higher = stronger inhibition) at 10 µM. 310,000 tested, 1.2% active;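 active = ratio plate-corrected score three or more library SD toward inhibition, starting fluorescence score within five deviations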;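 also: score derived from kinetic fluorescence span divided by baseline fluorescence per well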
TRPC4 PAM – TRPC4 (mouse) allosteric potentiation | Q9QUQ5 | HEK293 TRPC4beta/mu-opioid, DAMGO EC20, Fluo-4 Ca2+ flux; active compounds read high | B-score at 10 µM | 310,000 tested, 0.42% active | AID 2227;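 active = B-score of calcium response area above 5 SD of library B-scores, with initial fluorescence ratio within 5 SD of library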;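 also: B-score of integrated fluorescence ratio over time as area under calcium response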
MrgX1 allo act – allosterically activates human MrgX1 receptor signaling | Q96LB2 | 310,000 tested, 0.63% active | MrgX1-HEK293, Fluo-4 calcium flux, FDSS; active compounds read high | B-score at 10 µM;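 active = plate-corrected calcium response at least 3 library SD above typical, normal starting fluorescence, not activating the receptor alone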;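 also: compound read alongside a low EC10 to EC30 dose of BAM8-22 agonist; peak minus trough fluorescence over baseline measured at the second addition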
TRPC6 act – activators of mouse TRPC6 channel | Q61143 | HEK293-TRPC6 membrane potential dye fluorescence; active compounds read high | B-score at 10 µM | 310,000 tested, 0.13% active | AID 2550;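 active = B-score of the integrated fluorescence ratio above library mean plus 3 SD, and starting fluorescence ratio within library mean plus 5 SD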;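 also: higher score means more depolarization so channel activation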
MrgX1 agonist – agonists of human MrgX1 receptor; MrgX1-HEK293 cells, Fluo-4 calcium fluorescence, agonist mode; active compounds read high; B-score at 10 µM; 310,000 tested, 0.44% active; AID 588627;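 active = calcium response B-score plate-corrected fluorescence ratio at least 3 library SD, with starting fluorescence B-score inside 5 SD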
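System – MrgX1-expressing HEK293 cells · Incubation – cells plated overnight, dye loaded 0.5 h 37 °C, 0.5 h room temperature · Technique – kinetic Fluo-4 NW fluorescence of intracellular calcium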
TRPC4 block – blocks the mouse TRPC4 cation channel | AID 2247 | HEK293 TRPC4beta/mu-opioid, DAMGO-evoked Fluo4 calcium flux; active compounds read low | 300,000 tested, 0.39% active | Q9QUQ5 | B-score at 10 µM;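 active = B-score over 3 SD under the library average, no early fluorescence shift, positive overall ratio signal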
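Signal: kinetic Fluo4 fluorescence imaging of calcium influx. Material: stable TRPC4beta/mu-opioid receptor HEK293 cells. Probe or stimulus: DAMGO in two steps, submaximal then maximal.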
TRPC6 inh – inhibitors of mouse TRPC6 channel | HEK293-TRPC6, membrane potential dye, ACh-evoked depolarization; active compounds read low | AID 2553 | B-score at 10 µM | Q61143 | 310,000 tested, 1.1% active;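 active = B-score under library mean minus 3 SD, initial fluorescence not abnormally high, positive integrated signal ratio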;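 also: B-score derived from integrated fluorescence ratio over the kinetic read; more negative B-score means stronger inhibition of depolarization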
ANO1 activ – activates or potentiates the mouse TMEM16A chloride channel; 340,000 tested, 0.3% active; B-score at 10 µM; AID 623877; HEK293 TMEM16A/YFP-H148Q/I152L, iodide quench fluorescence; active compounds read low;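 active = fluorescence-ratio B-score plate-corrected deviation score at least 3 library SD below zero, with starting fluorescence score within 5 deviations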;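 also: channel opened by trigger with iodide after compound preincubation; score built on the fluorescence ratio of max minus min over baseline; more negative score means more quench and so TMEM16A activation or potentiation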
* marks the source's active call; other numbers are inactive results; i = inactive; nt = not tested or not shown.

SMILES | RGS4 block | MrgX1 antagonist | TRPC4 act | ANO1 block | TRPC4 PAM | MrgX1 allo act | TRPC6 act | MrgX1 agonist | TRPC4 block | TRPC6 inh | ANO1 activ
Cn1ncc([N+](=O)[O-])c1C(=O)Nc1ccc(-c2ccccc2)cc1 | i | i | i | i | i | i | i | i | i | i | i
CCOC(=O)c1[nH]c(C)c(C(=O)NCc2ccc(OC)cc2)c1C | i | i | i | i | i | i | i | i | i | i | i
COc1ccccc1-c1cc(C(=O)N2CCN(S(=O)(=O)c3ccc(C)cc3)CC2)[nH]n1 | i | i | i | i | i | i | i | i | i | i | i
COc1ccc(/C=N/n2c(=O)[nH]c3c([nH]c4ccc(Br)cc43)c2=O)cc1CN1CCOCC1 | i | i | i | i | i | i | i | i | i | i | i
CCC(C)c1ccccc1N1CC(C(=O)Nc2ccc(C)c(S(=O)(=O)N3CCOCC3)c2)CC1=O (stereo not given) | i | i | i | i | i | i | i | i | i | i | i
O=CN1CCN(C(=O)c2ccccc2Cl)CC1 | i | i | i | i | i | i | i | i | i | i | i
CNC(=S)N(CCc1c(C)[nH]c2ccc(C)cc12)Cc1ccco1 | i | i | i | i | i | i | i | i | i | i | i
COc1cc(S(=O)(=O)N(CCc2ccccc2)Cc2cccs2)ccc1-n1cnnn1 | i | i | i | i | i | i | i | i | i | i | i
CCOc1ccc2ncc(S(=O)(=O)c3ccccc3)c(N3CCN(c4ccc(OC)cc4)CC3)c2c1 | i | i | i | i | i | i | i | i | i | i | i
CN[C@H]1CCc2cc(OC)c(OC)c(OC)c2-c2ccc(N(C)CC(OC)OC)c(=O)cc21 | i | i | i | i | i | i | i | i | i | i | i
CC(C)Cn1nc(NC(=O)C(C)(C)C)c2cc3ccccc3nc21 | i | i | i | i | i | i | i | i | i | i | i
COC(=O)c1ccccc1-c1cn(C)c2ccccc2c1=O | i | i | i | i | i | i | i | i | i | i | i
CCN(CC)S(=O)(=O)c1cccc(C(=O)c2c(C)cc3ccccn23)c1 | i | nt | i | nt | i | nt | i | nt | i | i | i
Cc1ccc(N(C(=O)c2csnn2)C(C(=O)NC(C)(C)C)c2cccnc2)cc1C (stereo not given) | i | i | i | i | i | i | i | i | i | i | i
O=C(COC(=O)c1ccc2ccccc2c1)NCCCc1ccccc1 | i | i | i | i | i | i | i | i | i | i | i
O=C(NCc1ccncc1)c1ccc(N2CCCC2)c([N+](=O)[O-])c1 | i | i | i | i | i | i | i | i | i | i | i
COc1ccccc1C(C)NC(=O)c1cc(=O)[nH]c2ccccc12 (stereo not given) | i | i | i | i | i | i | i | i | i | i | i
Cc1cc(=O)oc2c3c4c(cc12)OCCN4CCC3 | i | i | i | i | i | i | i | i | i | i | i
Cc1cc(C)c2c(CC(=O)NN(C)C)coc2c1 | i | i | i | i | i | i | i | i | i | i | i
O=C(CSc1nc2ccccc2[nH]1)Nc1ccc(F)c(F)c1 | i | i | i | i | i | i | i | i | i | i | i
O=c1[nH]c2cc3c(cc2cc1CN(Cc1nnnn1CC1CCCO1)C1CCCC1)OCO3 (stereo not given) | i | i | i | i | i | i | i | i | i | i | i
COc1cccc(/C(C)=N/Nc2ncc(Cl)cc2Cl)c1 | i | i | i | i | i | i | i | i | i | i | i
CCOc1ccc2nc(SC3CC(=O)N(c4cccc(OC)c4)C3=O)sc2c1 (stereo not given) | i | i | i | i | i | i | i | i | i | i | i
Cn1cc([N+](=O)[O-])c(C(=O)Nc2cc(Oc3cccnc3)cc([N+](=O)[O-])c2)n1 | i | i | i | i | i | i | i | i | i | i | nt
COc1ccc(C(=O)Nc2cc(C)on2)cc1 | i | i | i | i | i | i | i | i | i | i | i
COc1ccc(/C=C/C(=O)c2ccccc2)cc1COc1ccccc1F | i | i | i | i | i | i | i | i | i | i | i
CCO[C@@H]1OC(C(=O)N2CCOCC2)=C[C@H](c2ccc(C(F)(F)F)cc2)[C@H]1CCCO | i | i | i | i | i | i | i | i | i | i | i
COc1cc(NC(=O)NCC2CCN(Cc3ccccc3Cl)CC2)cc(OC)c1OC | i | i | i | i | i | i | i | i | i | i | i
COc1ccc(S(=O)(=O)Cc2ccc(C(=O)N3CCN(c4ccc(Cl)cc4)CC3)o2)cc1 | i | i | i | i | i | i | i | i | i | i | i
CCCn1nnc(NC(=O)c2ccc(-c3cccc(Cl)c3)o2)n1 | i | i | i | i | i | i | i | i | i | i | i
CCN(CC(=O)NC(C)C)C(=O)C(CCSC)NC(=O)c1cccc(C)c1 (stereo not given) | i | i | i | i | i | i | i | i | i | i | i
COc1ccccc1NC(=O)c1ccc2c(O)c(S(=O)(=O)c3ccccc3)c(=O)[nH]c2c1 | i | i | i | i | i | i | i | i | i | i | i
S=C(NC12CC3CC(CC(C3)C1)C2)N1CCCC1 | i | i | i | i | i | i | i | i | i | i | i
CC1CCCC(C)N1C(=O)COC(=O)c1cc(-c2cccs2)nn1-c1ccccc1 (stereo not given) | i | i | i | i | i | i | i | i | i | i | i
Cc1ccc(C(O)c2nc3ccccc3n2C)cc1 (stereo not given) | i | i | i | i | i | i | i | i | i | i | i
COc1cccc(C2CC(c3cccs3)=NN2C(=O)c2ccco2)c1O (stereo not given) | i | i | i | i | i | i | i | i | i | i | i
CC1CC(=O)N(c2ccc(NCc3ccccc3Cl)c([N+](=O)[O-])c2)C1=O (stereo not given) | i | i | i | i | i | i | i | i | i | i | i
O=C1[C@H]2[C@@H](c3ccc(Cl)cc3)N3C(=O)N(c4cccc(Cl)c4)C(=O)[C@@]3(Cc3ccc(Cl)cc3)[C@H]2C(=O)N1C1CCCCC1 | i | i | i | i | i | i | i | i | i | i | i
CCCc1nnc(NC(=O)CCN2C(=O)c3ccccc3C2=O)s1 | i | i | i | i | i | i | i | i | i | i | i
O=C(Nc1nc(-c2ccccc2)cs1)c1ccc2c(=O)n3c(nc2c1)CCCCC3 | i | -12* | i | 100* | i | i | i | i | i | i | i
O=C(COC(=O)c1c(F)cccc1F)c1ccc[nH]1 | i | i | i | i | i | i | i | i | i | i | nt
CCCCNC(=O)CS(=O)Cc1nc(-c2cccc(Cl)c2)oc1C (stereo not given) | i | i | i | i | i | i | i | i | i | i | i
O=C(CCNS(=O)(=O)c1ccc2[nH]c(=O)oc2c1)Nc1cccc(Br)c1 | i | i | i | i | i | i | i | i | i | i | i
Cc1ccc(NC(=O)c2ccccc2N2C(=O)C3C4C=CC(C5CC45)C3C2=O)cc1C (stereo not given) | i | i | i | i | i | i | i | i | i | i | i
Cc1nc2c(c(=O)c3ccccc3n2C)c(=O)n1-c1ccccc1 | i | i | i | i | i | i | i | i | i | i | i
COc1ccc(NC(=O)CSc2nnc(CCC(=O)O)c(=O)n2N)cc1 | i | i | i | i | i | i | i | i | i | i | i
Cc1ccc(Nc2c([N+](=O)[O-])ccc3nonc23)cc1C | i | i | i | i | i | i | i | i | i | i | i
Cc1nn(CCOc2ccccc2Cl)c(C)c1[N+](=O)[O-] | i | i | i | i | i | i | i | i | i | i | i
COc1ccc(S(=O)(=O)Nc2cccc(-c3ccc(N4CCCCCC4)nn3)c2)cc1OC | i | i | i | i | i | i | i | i | i | i | i
Cc1ccc(NC(=O)N(CCC#N)Cc2ccccc2)cc1 | i | i | i | i | i | i | i | i | i | i | i
COc1cc(NC(=O)CN2C(=O)C(c3ccccc3)=NC2(C)C)cc(OC)c1 | i | i | i | i | i | i | i | i | i | i | i
COC(=O)N/N=C/c1cn(Cc2c(Cl)cccc2Cl)c2ccccc12 | i | i | i | i | i | i | i | i | i | i | i
CC1(C(=O)O)Cc2ccccc2C(=O)O1 (stereo not given) | i | i | i | i | i | i | i | i | i | i | i
CC(=O)Nc1c2c(nn1-c1cccc(Cl)c1)CS(=O)(=O)C2 | i | i | i | i | i | i | i | i | i | i | i
O=C(O)CC(NC(=O)C12CC3CC(CC(C3)C1)C2)c1cc([N+](=O)[O-])ccc1Cl (stereo not given) | i | i | i | i | i | i | i | i | i | i | i
O=C(NCc1nnc(SCC(=O)N2CCOCC2)o1)c1c(F)cccc1F | i | i | i | i | i | i | i | i | i | i | i
COc1ccc(NC(=O)CN2CCN(CC#N)CC2)cc1 | i | i | i | i | i | i | i | i | i | i | i
COc1ccc(CCNC2=C(Cl)C(=O)N(Cc3ccccc3)C2=O)cc1OC | i | i | i | i | i | i | i | i | i | i | i
Cc1[nH]c2ccccc2c1Cc1nnc(SCC(N)=O)o1 | i | i | i | i | i | i | i | i | i | i | i
Cc1nn(C)c(C(=O)N/N=C/c2ccc(-c3ccccc3)cc2)c1Cl | i | -10* | i | i | i | i | i | i | i | i | i

Full records from above. Order of values: RGS4 block, MrgX1 antagonist, TRPC4 act, ANO1 block, TRPC4 PAM, MrgX1 allo act, TRPC6 act, MrgX1 agonist, TRPC4 block, TRPC6 inh, ANO1 activ
Cc1nn(CCOc2ccccc2Cl)c(C)c1[N+](=O)[O-] in the list: i, i, i, i, i, i, i, i, i, i, i
Cc1ccc(Nc2c([N+](=O)[O-])ccc3nonc23)cc1C in the list: i, i, i, i, i, i, i, i, i, i, i

Next section
SMILES | RGS4 block | MrgX1 antagonist | TRPC4 act | ANO1 block | TRPC4 PAM | MrgX1 allo act | TRPC6 act | MrgX1 agonist | TRPC4 block | TRPC6 inh | ANO1 activ
C/C(=N\NC(=O)CNC(=O)c1ccccc1F)c1ccco1 | i | i | i | i | i | i | i | i | i | i | i
CN(C)S(=O)(=O)c1ccc(NC(=O)COC(=O)C2COc3ccccc3O2)cc1 (stereo not given) | i | i | i | i | i | i | i | i | i | i | i
CN(C)S(=O)(=O)c1ccc(N2CCCC2)c(C(=O)N2CCN(S(=O)(=O)c3ccccc3F)CC2)c1 | i | i | i | i | i | i | i | i | i | i | i
Cc1nnc(SCc2ccc3c(c2)OCO3)s1 | i | i | i | i | i | i | i | i | i | i | i
CC(C)(C)c1ccc(C(=O)Nc2ccccc2C(=O)NCCN2CCOCC2)cc1 | i | i | i | i | i | i | i | i | i | i | i
COC(=O)c1ccc(/C=C(\C#N)c2ccccn2)cc1 | i | i | i | i | i | i | i | i | i | i | i
COC(=O)c1nc2nc(-c3cccs3)cc(C(F)(F)F)n2n1 | i | i | i | i | i | i | i | i | i | i | i
Cc1cc(OC(=O)c2ccc(S(=O)(=O)N(C)C)cc2)cc(=O)o1 | i | i | i | i | i | i | i | i | i | i | i
